# CTSL1 counter = Fasciola hepatica cathepsin L1 inhibitors, primary screen, counter-screen for PFM18AAP inhibitor project, biochemical, QFRET, fluorogenic peptide substrate | recombinant F. hepatica cathepsin L1, Z-Leu-Arg-MCA fluorescence | inhibition, % at 5.96 µM | hit rate 0.49% among 300,000;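 active = inhibition above the mean of all tested compounds plus 3 SD, set per screening campaign, cut at about 17% in these data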;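 note: 0% = plate median of test compound wells and 100% = 1 µM Z-Phe-Ala-diazomethylketone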
# Efflux pump inh = inhibitors of Candida efflux pumps in yeast, primary screen, S. cerevisiae, Nile Red, multiplex. S. cerevisiae Candida pump triplex. inhibition, % at 10 µM. hit rate 0.44% among 330,000;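 active = plate passing quality check with inhibition over a set limit, or well fluorescence over plate mean plus 4 SD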;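 note: Nile Red retained in pooled yeast measured as flow cytometry median fluorescence; 0% = buffer negative control and 100% = Enniatin B positive control; higher means more Nile Red kept so more efflux inhibition; some compounds called inactive have numbers as strong as hits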
# ZTA DNA inh = ZTA (EBV) inhibition in EBNA-1 counter-screen. inhibition, % at 11 µM. hit rate 0.15% among 320,000. AID 2234. ZTA-DNA binding, fluorescence polarization. P03206; in the data active = inhibition above about 33%
# Target sequence (P03206 whole entry, looked up): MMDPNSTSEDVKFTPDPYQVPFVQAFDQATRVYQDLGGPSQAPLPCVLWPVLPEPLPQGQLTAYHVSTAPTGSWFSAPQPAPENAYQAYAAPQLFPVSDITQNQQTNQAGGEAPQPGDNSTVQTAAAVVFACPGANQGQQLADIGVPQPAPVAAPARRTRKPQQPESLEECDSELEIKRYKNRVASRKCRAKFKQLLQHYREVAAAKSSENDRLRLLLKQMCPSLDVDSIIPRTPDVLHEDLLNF
# core dimer inh = inhibitors of HCV core protein dimerization, primary screen, biochemical, TR-FRET, high-throughput; TR-FRET GST/Flag-core106 dimerization, 1536-well; inhibition, % at 5 µM; hit rate 0.33% among 300,000;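 active = inhibition above the mean of all tested compounds plus 3 SD, set per screening campaign, cut at about 45% in these data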
#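 Assay system – GST-tagged and Flag-tagged HCV core protein residues 1-106 · Quantity – core106 proteins, GST 13.5 nM and Flag 17 nM · Benchmarks – unlabelled core106 and no-GST-core106 wells · Read-out basis – percent inhibition of core106 dimerization signal · Detection – time-resolved FRET, ex 340 nm, em 617 and 671 nm · Schedule – 4 h at 22.5 °C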
# TPT1 inh = Candida albicans TPT1 enzyme inhibitors, primary screen, biochemical, fluorescence polarization; hit rate 0.81% among 300,000; inhibition, % at 5 µM; tRNA 2'-phosphotransferase TPT1 (Candida albicans SC5314); recombinant caTPT1, FP RNA substrate dephosphorylation;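 active = inhibition above the mean of all tested compounds plus 3 SD, set per screening campaign, cut at about 24% in these data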;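 note: plate controls were DMSO alone for no effect and ferristatin control at 100 nM for full effect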
# PREPL inhibitor = PREPL enzyme inhibitors, primary screen, biochemical, fluorescence polarization. recombinant PREPL, fluorescence polarization activity-based probe. AID 2751, 2010. inhibition, % at 5.96 µM. hit rate 0.68% among 320,000. Prolyl endopeptidase-like (Homo sapiens), Q4J6C6; in the data active = inhibition above about 43%;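 note: 0% = enzyme with DMSO and 100% = wells lacking enzyme; many of its hits are not listed in these tables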
# Target sequence (Q4J6C6 whole entry, looked up): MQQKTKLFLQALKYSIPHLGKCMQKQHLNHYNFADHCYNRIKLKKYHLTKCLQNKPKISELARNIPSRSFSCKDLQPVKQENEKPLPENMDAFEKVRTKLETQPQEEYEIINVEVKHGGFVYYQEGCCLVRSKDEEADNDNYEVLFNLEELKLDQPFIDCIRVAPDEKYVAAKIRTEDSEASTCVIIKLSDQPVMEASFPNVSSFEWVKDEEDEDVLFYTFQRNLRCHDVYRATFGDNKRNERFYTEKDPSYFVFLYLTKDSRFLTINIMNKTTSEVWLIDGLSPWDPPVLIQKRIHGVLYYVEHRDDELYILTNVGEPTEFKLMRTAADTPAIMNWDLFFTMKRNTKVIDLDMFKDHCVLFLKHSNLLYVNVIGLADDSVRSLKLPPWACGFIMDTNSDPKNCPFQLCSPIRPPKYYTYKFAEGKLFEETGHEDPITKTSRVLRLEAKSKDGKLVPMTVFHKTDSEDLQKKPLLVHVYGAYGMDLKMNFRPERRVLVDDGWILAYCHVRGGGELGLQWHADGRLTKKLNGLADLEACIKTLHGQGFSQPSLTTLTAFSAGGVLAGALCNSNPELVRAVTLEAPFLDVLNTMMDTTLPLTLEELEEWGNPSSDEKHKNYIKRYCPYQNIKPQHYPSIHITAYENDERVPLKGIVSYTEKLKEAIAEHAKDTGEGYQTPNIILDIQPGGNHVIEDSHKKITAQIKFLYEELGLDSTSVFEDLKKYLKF
# PP5 inh = PP5 phosphatase inhibitors, primary screen, biochemical, fluorescence; purified PP5c, OMFP substrate fluorescence; inhibition, % at 6.7 µM; hit rate 0.18% among 320,000; AID 1987, 2009;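 active = inhibition above the campaign's mean inhibition across all tested compounds plus 3 SD, cut at about 9.5% in these data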;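 note: 0% = DMSO only and 100% = 100 µM cantharidin control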
# PP1 counter = PP1-alpha phosphatase inhibitors, primary screen, counter-screen for PP5 inhibitor project, biochemical, fluorescence, OMFP substrate, single point; Serine/threonine-protein phosphatase PP1-alpha catalytic subunit (Homo sapiens), P62136; purified PP1alpha; inhibition, % at 6.7 µM; hit rate 0.9% among 320,000; AID 2235, 2010;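 active = inhibition above the mean inhibition of all tested compounds plus 3 SD, computed separately for each screening campaign, cut at about 15% in these data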
# EBNA-1 inh = EBNA-1 DNA-binding inhibitors, primary screen, biochemical, fluorescence polarization | AID 1950, 2009 | inhibition, % at 14.8 µM | hit rate 0.34% among 300,000; in the data active = inhibition above about 28%
# Starred values were filed as active, the others as inactive; x = no result given. Not all compounds are listed (hit frequency here may not be typical).
SMILES,CTSL1 counter,Efflux pump inh,ZTA DNA inh,core dimer inh,TPT1 inh,PREPL inhibitor,PP5 inh,PP1 counter,EBNA-1 inh
C/C(CCC(C)C)=N\NC(=S)NCc1ccccc1,2,0.0,-5,6,1,-3,0.8,-3,-2
O=C(N/N=C1/CCSC1)c1cccc([N+](=O)[O-])c1,5,0.3,-7,-2,2,7,-0.2,0,-1
Cc1ccc(S(=O)(=O)Oc2ccc(/C=N/NC(=O)c3c(Cl)cnn3C)cc2)cc1,5,0.1,4,-1,-1,-16,5.0,-1,6
CCn1c(-c2ccccc2Cl)nn(CC(=O)Nc2ccccc2C)c1=S,9,-0.1,-12,1,-9,-7,-9.4,-9,-5
Cc1ccc(OCCn2nc3ccccc3n2)c(C)c1,5,0.1,5,1,1,-5,4.1,3,9
CCN(CC)Cc1c(O)ccc2c(=O)c(-c3ccc4c(c3)OCCO4)coc12,1,0.0,-16,-6,1,-4,1.7,-5,3
O=C(Nc1cccc(Cl)c1Cl)C1CCCC1,-3,0.0,-9,-5,-8,19,2.1,-3,2
COC(=O)C1C(=O)CC(C)(O)C(C(=O)OC)C1/C=C/c1ccccc1 (centres undefined),-2,-0.1,0,-3,-7,2,0.3,-2,13
COc1ccc2[nH]c(=O)c(C(c3nnnn3CC3CCCO3)N3CCCCC3)cc2c1 (centres undefined),5,0.1,8,0,-2,5,-3.2,-1,6
COc1cccc(C2=NOC(C(=O)NC(C)C)C2)c1 (centres undefined),0,0.2,9,-6,-2,18,0.8,-1,-8
CC(C)(C)C1CCc2c(C(=O)NNC(=O)CCC(=O)O)csc2C1 (centres undefined),4,0.0,18,4,2,4,-0.2,-2,8
COCCN(C(=O)CSc1nnc(-c2ccccc2F)n1C)c1c(N)n(Cc2ccccc2)c(=O)[nH]c1=O,-7,0.1,3,-1,3,2,-0.7,0,-1
CC(=O)Nc1nc(-c2ccccc2)ns1,2,-0.1,-5,2,1,4,-0.5,0,3
O=C(Cn1cncn1)c1ccccc1Br,5,0.5,4,-1,3,-8,1.6,-1,1
CCn1nc(NC(=O)c2ccco2)c2cc3ccc(C)cc3nc21,4,-0.2,-20,-16,-5,10,4.2,0,-9
CC1Cc2ccccc2N1C(=O)CCn1c(=O)oc2ccccc21 (centres undefined),4,0.2,8,3,0,6,1.6,-3,-12
COc1ccccc1CN1CCNC(=O)C1CC(=O)NC1CCCCCC1 (centres undefined),5,-0.2,-5,-13,-3,15,0.4,1,-2
COc1cc(NC(=O)CN2CCCCC2)c(C)cc1[N+](=O)[O-],-3,-2.9,1,-2,-1,-3,1.5,-3,4
NS(=O)(=O)c1cccc(NC(=O)COc2ccc([N+](=O)[O-])cc2)c1,-2,-0.1,2,-5,-2,-8,2.0,-1,3
CCOC(=O)c1c(C)[nH]c(C)c1S(=O)(=O)N1c2ccccc2CC1C (centres undefined),5,-0.1,-8,-4,0,-3,1.2,0,3
O=C(O)CCc1nc(-c2cccs2)no1,7,0.1,-9,1,2,9,2.0,-4,4
O=C(Nc1ccccc1)C1CCN(S(=O)(=O)c2cccs2)CC1,x,0.2,3,x,x,-1,-0.2,-2,x
CCCCn1nnc(NC(=O)c2cc3ccccc3o2)n1,3,0.1,-2,-2,1,-9,0.1,-3,2
COc1ccc(C2C(C#N)=C(C)NC(C)=C2C(=O)OC(C)C)c(OC)c1 (centres undefined),2,-0.1,8,4,-1,-3,0.9,-2,7
CSc1nnc(NC(=O)c2ccc3c(c2)OCO3)s1,2,0.0,-1,0,-6,1,3.0,-1,-1
# The listing continues.
SMILES,CTSL1 counter,Efflux pump inh,ZTA DNA inh,core dimer inh,TPT1 inh,PREPL inhibitor,PP5 inh,PP1 counter,EBNA-1 inh
Cc1ccc(C2CC2C(=O)NNC(=S)Nc2cccc(C)c2)cc1 (centres undefined),-1,-0.1,-8,-3,-1,-1,0.1,3,-3
Cc1ccc(NC(=O)NC(=O)c2ccccc2)cc1F,-1,0.1,-9,9,-2,1,0.5,-2,4
O=C(COC(=O)Cn1cnc2ccccc2c1=O)NCc1ccccc1Cl,-11,0.2,-1,-5,2,-5,-6.3,3,-7
COCC(C)n1c(SCc2cc(C(=O)OC)c(C)o2)nc2ccccc2c1=O (centres undefined),2,-0.1,13,3,0,-8,3.3,3,8
Cc1nc2ccccc2c2oc(C(=O)N3CCN(C(=O)c4ccco4)CC3)cc12,-3,0.2,-6,4,0,-1,1.6,-4,0
COC(=O)C1=C(C)OC(N)=C(C#N)C1c1ccco1 (centres undefined),2,0.0,6,2,-1,0,-0.3,-2,4
CC(CNC(=O)CCn1c(=O)c2cccn2c2ccc(F)cc21)c1ccccc1 (centres undefined),-2,-0.1,-17,-3,-4,7,1.9,0,-8
Cc1c(C)c2ccc(OS(C)(=O)=O)cc2oc1=O,0,0.0,8,-2,-4,7,-2.6,-3,-1
CCCN(CC1CC1)c1nc(C)nc(Nc2c(Cl)cc(Cl)cc2Cl)c1Cl,0,0.0,-8,-2,0,0,1.3,2,-1
Cc1ccc(/C=N/Nc2ccc3c(C(F)(F)F)cc(C(F)(F)F)nc3n2)cc1,-2,0.2,13,-7,1,1,1.7,-4,1
CN1CCN(c2ccccc2NC(=O)c2ccc(-c3cccc(Cl)c3)o2)CC1,2,0.1,-6,-1,-2,26,2.7,4,4
Cc1cc(C(=O)NCCCN2CCCC2=O)cs1,4,-0.2,0,-1,2,1,2.2,-4,-3
Cc1ccc(NC2=CC(=O)CC(C)(C)C2)c(N)c1,0,0.0,-9,-1,-5,9,1.4,0,-5
CC(C)c1ccc(NC(=O)N2CCc3ccccc3C2)cc1,-1,-0.1,-3,9,0,1,-0.4,-1,-4
O=S(=O)(c1cccc(-c2csc(-c3ccccc3)n2)c1)N1CCOCC1,0,0.1,-10,9,-1,1,3.3,-1,-6
CCCN(CCC)S(=O)(=O)c1ccc(C(=O)Nc2nnc(-c3cc(OC)cc(OC)c3)o2)cc1,-2,-0.2,-8,3,-5,-6,-2.2,-3,3
COCCNC(=O)[C@H]1N2C(=O)c3c(ccc(OC)c3OC)C2SC1(C)C (some centres undefined),-3,0.1,-3,-173,1,11,0.0,-3,-4
CCOC(=O)c1ccccc1N/C=C1\CCCCC1=O,-1,-0.1,5,5,2,15,2.7,1,3
CCN(CC(=O)Nc1ccc(Br)cc1)C(=O)Cc1cccc(F)c1,-1,0.2,10,3,-1,18,0.3,-2,-3
Cc1cc2[nH]c(=O)c(=O)[nH]c2cc1S(=O)(=O)NC1CCC(C)CC1 (centres undefined),1,0.0,9,4,0,-17,-0.1,-1,6
CCC(=O)Nc1nc(NCc2ccccc2OC)n(-c2ccccc2)n1,-3,0.2,0,-1,-1,-2,3.7,0,-5
C#CC1(NC(=O)NCCCC)CCCCC1,2,0.1,14,-11,-1,-2,-0.9,2,12
CCOc1ccc(CCNC(=O)Nc2ccccc2)cc1OCC,1,-0.2,7,-10,-4,11,0.7,0,10
CC/C(C)=N\N=C\c1c(O)n(CC)c2cc(C3=NNC(=O)CC3)ccc12,-1,0.2,-14,-10,51*,3,4.0,-2,3
CC(CCc1ccccc1)NC(=O)c1cccc(F)c1 (centres undefined),-3,0.0,-10,-12,-2,5,2.3,2,-11

# Sorted by molecular weight (largest number first): four of the compounds above
SMILES,CTSL1 counter,Efflux pump inh,ZTA DNA inh,core dimer inh,TPT1 inh,PREPL inhibitor,PP5 inh,PP1 counter,EBNA-1 inh
CCC(=O)Nc1nc(NCc2ccccc2OC)n(-c2ccccc2)n1,-3,0.2,0,-1,-1,-2,3.7,0,-5
Cc1ccc(NC(=O)NC(=O)c2ccccc2)cc1F,-1,0.1,-9,9,-2,1,0.5,-2,4
CC(CCc1ccccc1)NC(=O)c1cccc(F)c1 (centres undefined),-3,0.0,-10,-12,-2,5,2.3,2,-11
C#CC1(NC(=O)NCCCC)CCCCC1,2,0.1,14,-11,-1,-2,-0.9,2,12

# (more compounds)
SMILES,CTSL1 counter,Efflux pump inh,ZTA DNA inh,core dimer inh,TPT1 inh,PREPL inhibitor,PP5 inh,PP1 counter,EBNA-1 inh
COc1cccc(/C=C2\SC(=S)N(CC(=O)N(C)C3CCS(=O)(=O)C3)C2=O)c1 (centres undefined),-1,0.6,-6,-7,0,-2,2.6,3,-17
O=C(CCCC(=O)N(CC(=O)NC1CCCCC1)Cc1ccco1)Nc1ccccn1,-4,0.0,14,-3,-1,0,-2.2,-2,5
COc1cc(CNc2ccc3[nH]c(=O)[nH]c3c2)ccc1OCc1ccccc1Cl,-2,0.4,-2,-21,1,35,-0.4,1,1
O=C1CCC(C(=O)N2CCCC2)CN1CCc1cccc(F)c1 (centres undefined),-1,-0.2,0,5,0,-1,2.1,1,9
CCC(C)(CC(=O)Nc1nccs1)c1ccccc1 (centres undefined),0,-0.6,9,3,0,-17,-0.6,2,19
COc1ccc(NC(=O)CSc2nnc(-c3ccncc3)o2)c([N+](=O)[O-])c1,-1,-0.1,0,7,-2,2,0.5,2,6
COc1ccccc1NS(=O)(=O)c1cc(NC(=O)c2ccc(Cl)nc2)ccc1Cl,3,-0.8,5,-1,-1,-10,2.5,5,1
Cc1cccc(CCNC(=O)c2cccc(NC3=NC4CS(=O)(=O)CC4S3)c2)c1 (centres undefined),5,0.0,3,1,-1,12,0.5,-2,3
O=C(O)C1CSC(c2coc3ccccc3c2=O)N1 (centres undefined),3,0.3,6,3,1,-9,-0.4,0,-11
NC(=O)c1ccccc1NC(=O)CC1(CC(=O)O)CCCC1,0,-0.2,-16,2,-3,-1,0.9,0,4
CC(C)(C)c1ccc(-c2csc(NC(=O)CN3C(=O)NC4(CCCCC4)C3=O)n2)cc1,-2,0.1,-8,18,2,10,1.3,-1,-4
NC(Cc1ccccc1)C(O)(c1ccccc1)c1ccccc1 (centres undefined),-6,0.1,-4,-2,-1,4,-0.2,-3,1
CN(C)c1ccc(SC#N)cc1,0,-0.1,5,-5,-5,3,1.8,-3,3
COC(=O)CNC(=O)c1cccc(Cl)c1,3,0.1,-8,3,-2,-1,2.1,-7,3
CC1=C(C(=O)Nc2ccc(C)cc2C)C(c2ccc(Cl)cc2)n2nc(C(=O)OC(C)C)nc2N1 (centres undefined),4,-2.5,3,-3,0,2,-2.5,2,11
CC1=C(C)CC(C(=O)NCCc2ccccc2)C(C(=O)O)C1 (centres undefined),-1,0.0,-6,1,-1,0,1.2,-2,2
Cc1nc2nc(C)c(NS(=O)(=O)c3ccc(Cl)cc3)c(=O)n2[nH]1,0,0.1,-18,-3,3,5,0.2,-2,-11
Cc1ccc2[nH]c(=O)c(C(c3nnnn3C3CCCC3)N(Cc3cccnc3)Cc3ccco3)cc2c1 (centres undefined),3,0.1,12,24,-1,1,2.0,-2,7
Cc1nnc(SCC(=O)N2c3ccccc3CC2C)[nH]c1=O (centres undefined),-3,0.2,14,4,5,8,1.0,-1,-1
CCOc1ccc(/C=c2\sc3nc(-c4ccco4)nn3c2=O)cc1OCC,2,0.2,4,70*,-8,13,-1.3,-1,4
O=C(CSc1n[nH]c(-c2ccccc2)n1)Nc1ccc(N2CCOCC2)cc1,-4,0.8,10,0,3,14,2.6,-3,-8
Cc1nc(SCC(=O)Nc2ccnc3ccccc23)n[nH]1,1,-0.1,13,-1,0,1,-1.3,-3,7

# Screening data: PubChem BioAssay, several laboratories
